GPR151 ag: activators of human GPR151; Q8TDV0; AID 1508602; PathHunter beta-arrestin GPR151 cells, luminescence; activation, % at 11.2 µM; 650,000 tested, 1% active; in the data active = activation above about 4.9%;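 also: 0% = median of compound wells and 100% = cells with positive control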
FBW7 act: human FBW7 E3 ligase activation, primary screen; normalized activity (activation), % at 26.1 µM; Q969H0; 650,000 tested, 0.13% active; AlphaScreen FBW7–phospho-cyclin E peptide binding, activator screen; in the data active = normalized activity above about 1.9%;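 also: purified mutant Fbw7 with reduced substrate affinity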
Target sequence (Q969H0 whole entry, looked up): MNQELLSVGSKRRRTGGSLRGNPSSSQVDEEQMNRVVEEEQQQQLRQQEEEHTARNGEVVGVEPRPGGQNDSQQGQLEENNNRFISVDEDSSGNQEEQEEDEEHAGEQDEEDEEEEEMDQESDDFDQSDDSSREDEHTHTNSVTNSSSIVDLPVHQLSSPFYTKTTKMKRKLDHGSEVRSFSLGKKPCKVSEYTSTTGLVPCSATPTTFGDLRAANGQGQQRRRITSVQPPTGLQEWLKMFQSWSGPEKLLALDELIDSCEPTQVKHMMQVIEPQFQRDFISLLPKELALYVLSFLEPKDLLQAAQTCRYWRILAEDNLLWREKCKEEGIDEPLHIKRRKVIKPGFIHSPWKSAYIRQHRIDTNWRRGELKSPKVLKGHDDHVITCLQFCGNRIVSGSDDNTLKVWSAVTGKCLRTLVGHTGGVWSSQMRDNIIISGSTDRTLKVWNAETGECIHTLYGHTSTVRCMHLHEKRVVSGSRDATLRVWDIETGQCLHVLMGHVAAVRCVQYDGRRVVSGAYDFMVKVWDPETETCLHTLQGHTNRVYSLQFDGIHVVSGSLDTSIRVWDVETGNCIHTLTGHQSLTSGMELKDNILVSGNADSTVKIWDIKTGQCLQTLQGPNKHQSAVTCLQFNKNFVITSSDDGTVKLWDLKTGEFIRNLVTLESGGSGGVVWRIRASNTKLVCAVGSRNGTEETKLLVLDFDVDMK
MITF inh: human MITF inhibition, primary screen; O75030; AlphaScreen MITF homodimerization, bead proximity signal; inhibition, % at 2.6 µM; 650,000 tested, 0.91% active; AID 1259374; in the data active = inhibition above about 50%;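 also: 0% = vehicle wells with protein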
TEAD-YAP inh: TEAD-YAP interaction inhibition; 640,000 tested, 1.4% active; inhibition, % at 9.12 µM; HEK-TIYL cells, TEAD-Gal4/YAP UAS-luciferase luminescence; in the data active = inhibition above about 32%;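 also: 0% = median of test compound wells and 100% = reference inhibitor wells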
An asterisk follows results filed as active; & = joins results of further samples. Outcome played no part in choosing rows. Share with any hit: about 3.5%.

SMILES	GPR151 ag	FBW7 act	MITF inh	TEAD-YAP inh
O=C1COc2cc(S(=O)(=O)CCC(=O)N3CCCC3)c(Cl)cc2N1	0.0	-0.1	5	0
O=S(=O)(Cc1ccccc1Cl)N1CCN(c2ncccn2)CC1	1.0	-0.3	-2	-1
Cn1nc(C(=O)OCC(=O)C(C)(C)C)c2ccccc2c1=O	0.2	0.2	11	2
CCOc1ccc(C(=O)N2CCN(c3nccn3-c3ccc(C)cc3)CC2)cc1OCC	0.4	-0.1	-13	-7
COc1ccc(-c2cn3c4c(=O)n(C)c(=O)n(C)c4nc3n2CC(O)c2ccccc2)cc1 (stereo not drawn)	2.4	0.1	9	21
O=c1c2sccc2nc(SCc2cc(=O)n3ccccc3n2)n1CCc1ccccc1	0.8	0.1	3	6
CN(CCC1CCCCO1)C(=O)CCc1nnc(-c2ccc(-c3ccccc3)cc2)o1 (stereo not drawn)	1.0	0.1	9	-32
COCCNC(=O)C(OC(=O)c1cc2occc2n1C)c1ccccn1 (stereo not drawn)	-0.2	0.1	16	0
O=C1C2CC3CC1CC(C(=O)O)(C3)C2	0.3	-0.1	3	-5
Cc1nc2sccn2c1/C=N/Nc1ccc([N+](=O)[O-])cc1[N+](=O)[O-]	-0.5	-0.3	29	0
COc1cccc(NC(=O)N(Cc2nnc3n2CCCCC3)c2ccc(C)cc2)c1	0.4	0.1	10	-2
COc1cc(/C=C(\C#N)C(=O)c2ccccc2)ccc1O	0.5	-0.1	4	17
CC1(C)C(c2ccccc2)=[N+]([O-])C2(CCCCC/C2=N\NC(N)=O)N1O (stereo not drawn)	-0.8	0.7	9	0
CCOC(=O)c1c(NC(=O)c2cnn3c(C(F)(F)F)cc(-c4ccccc4)nc23)sc2c1CCCC2	0.6	0.3	-6	-2
O=C(/C=C/c1ccc(Br)cc1)NCc1ccccn1	-1.4	0.1	5	-7
COc1cccc(NC(=O)C2CCC(CNc3c(N4CCCCC4)c(=O)c3=O)CC2)c1 (stereo not drawn)	0.3	0.0	5	-11
COc1ccc(/C=N/OCc2ccccc2C#N)c(OC)c1	0.1	0.1	-3	-32
O=c1c2sc(=S)n(-c3ccccc3)c2nc(SCc2ccncc2)n1-c1ccccc1	-1.8	0.1	9	2
Cc1ccc(C)c2c1-c1ccccc1S(=O)(=O)N2S(=O)(=O)c1ccccc1	0.0	-0.1	-9	8
CCCCc1ccc(-c2nc(Nc3ccc4c(c3)c3ccccc3n4CC)c3ccccc3n2)cc1	-0.2	0.1	-11	-8
CN(C)CCNS(=O)(=O)c1ccccc1[N+](=O)[O-]	2.1	-0.1	5	-6
NC(=O)c1ccc(NC(=O)CN2CCCCCC2)cc1	0.2	-0.1	-1	-4
Cc1sc2c(c1C)CN(C(C)(C)C)CN2C(=O)c1ccco1	-0.8	0.0	-6	-6
COCCN1CCN(c2c(C)c(C)nc3cc(-c4ccc(F)cc4)nn23)CC1	-1.2	0.5	17	-2
O=C(c1cnccc1Nc1ccc(Cl)c(F)c1)N1CCNCC1	-0.5	1.2	13	0

5 entries from above in another layout:
| structure | GPR151 ag | FBW7 act | MITF inh | TEAD-YAP inh |
| --- | --- | --- | --- | --- |
| COc1ccc(/C=N/OCc2ccccc2C#N)c(OC)c1 | 0.1 | 0.1 | -3 | -32 |
| O=c1c2sc(=S)n(-c3ccccc3)c2nc(SCc2ccncc2)n1-c1ccccc1 | -1.8 | 0.1 | 9 | 2 |
| Cc1ccc(C)c2c1-c1ccccc1S(=O)(=O)N2S(=O)(=O)c1ccccc1 | 0.0 | -0.1 | -9 | 8 |
| CCCCc1ccc(-c2nc(Nc3ccc4c(c3)c3ccccc3n4CC)c3ccccc3n2)cc1 | -0.2 | 0.1 | -11 | -8 |
| CN(C)CCNS(=O)(=O)c1ccccc1[N+](=O)[O-] | 2.1 | -0.1 | 5 | -6 |

Carrying on.
SMILES	GPR151 ag	FBW7 act	MITF inh	TEAD-YAP inh
COC(=O)c1ccc(NC(=O)CCC(=O)Nc2ccc(C(=O)OC)cc2)cc1	-0.5	-0.1	9	3
COc1cccc2cc(C(=O)Nc3ccc(F)cc3)c(=Nc3ccc(C(=O)O)cc3)oc12	-1.8	-0.1	-2	-12
CC(=O)Nc1ccccc1NS(=O)(=O)c1ccc(Cl)cc1	-0.6	-0.1	-1	5
C=CCN1C(=O)/C(=C\c2ccc(O)c(OCC)c2)C(=O)NC1=S	-1.1	-0.2	-9	10
COCCCNC(=O)C(Cc1ccc([N+](=O)[O-])cc1)N1C(=O)c2ccccc2C1=O (stereo not drawn)	1.8	-0.1	16	11
CCCCCCNC(=O)c1ccc(CNC(=O)c2ccc(OC)c(OC)c2)cc1	-1.4	-0.1	3	9
O=[N+]([O-])c1cc(-c2nnc(Nc3ccc(Cl)cc3Cl)s2)ccc1N1CCOCC1	-0.4	0.1	24	8
C/C(CC(=O)Nc1ccccc1C)=N\NC(=O)c1ccncc1	2.4	0.3	17	-10
COc1ccc(/C=C/C(=O)NCCc2c[nH]c3ccccc23)cc1OC	1.5	0.0	4	2
C/C(Cn1nnc([N+](=O)[O-])n1)=N\NC(=O)c1ccccc1O	0.1	0.5	25	-13
O=C(Nc1ccc2oc(-c3ccc4ccccc4c3)nc2c1)c1cc([N+](=O)[O-])ccc1Cl	1.6	-0.1	-3	-15
CCOC(=O)C1=C(C)NC2=C(C(=O)CCC2)C1c1cccc(O)c1 (stereo not drawn)	-0.6&2.8&0.5	0.2&0.1&0.6	-6&-7&7	-5&0&2
O=C(O)COc1ccccc1/C=C1/C(=O)NC(=O)N(CCc2ccc(F)cc2)C1=O	0.5	-0.4	-5	-1
COc1ccc(Nc2cc(NCCc3ccccn3)ncn2)cn1	-2.6	0.0	6	-27
CC(=O)c1cccc(-c2cccc(C(=O)Nc3ccccc3)c2)c1	0.5	0.1	5	11
COc1ccc2c(c1)c(=O)c1ccccc1n2CC(=O)Nc1ccc(F)cc1F	-0.3	0.1	2	10
N/C(CC(=O)NCc1ccccc1)=N\O	3.1	0.2	3	7
Cc1cc(C)cc(NC(=O)Nc2cccs2)c1	-0.3	-0.1	-4	-34
CCOc1ccc(CCNC(=O)CN(C)c2nnc(N3CCCC3=O)s2)cc1	-0.2	0.0	-4	1
Cc1cc(NC(=O)Cn2c(=O)n(Cc3ccccc3)c(=O)c3ccccc32)n[nH]1	0.2	0.1	-5	4
COc1ccc(C2CC(=O)C3=C(C2)NC(C)=C(C(=O)OCC(C)C)C3c2ccccc2OCc2ccccc2)cc1 (stereo not drawn)	0.7	0.0	0	-2
COc1ccc(/C=N/NC(=O)CNc2ccc(C)cc2)cc1Cl	-0.4	0.1	0	-8
Cc1c(C(=O)N2CCC(Cc3ccccc3)CC2)sc2ncn(Cc3ccccc3Cl)c(=O)c12	1.0	0.7	-16	-7
Cc1ccc(CNC2CCN(c3ccc(C(=O)NC4CCCC4)cc3)CC2)o1	-0.9	0.1	9	-13
COc1ccc(-n2cc(C(=O)N3CCC(C(N)=O)(N4CCCCC4)CC3)c3ccccc3c2=O)cc1	-0.7	0.1	-9	4
SMILES	GPR151 ag	FBW7 act	MITF inh	TEAD-YAP inh
COC(=O)c1ccccc1-c1cn(C)c2ccccc2c1=O	-1.1	0.0	2	-12
Nc1ncc(-c2cnc3ccccc3n2)c(-c2ccncc2)n1	1.6	-0.2	-10	-15
CC1(C)CC(=O)c2cc(C(=O)NC3CCSC3=O)c(=O)n(-c3ccc(Cl)cc3)c2C1 (stereo not drawn)	-2.4	0.3	6	2
O=C1N[C@@H](COCc2ccccc2)C(=O)N2CCN(Cc3ccc(CN4CCCCC4)s3)C[C@H]12	-0.1	-0.1	3	4
COC(=O)c1c(NC(=O)C(=O)NCc2ccncc2)sc2c1CCCC2	0.0	0.4	21	4
CCN(CC)C(=O)Cn1c(=O)n(C)c2ncccc21	-1.3	0.0	-16	1
C=CCn1c2cc(C)sc2c2cnn(CC(=O)NCCc3nc4ccccc4[nH]3)c(=O)c21	0.6	-0.2	-5	-6
COC(=O)c1ccc(NC(=O)c2c(NCc3cccc(OC)c3OC)sc3c2CCCC3)cc1	-0.1	0.2	4	-7
O=C(Cn1c2c(c(=O)n(C3CCCCC3)c1=O)CCC2)Nc1ccc2ncccc2c1	2.8	0.2	0	-1
NC(=O)c1nn(-c2ccccc2)nc1NC(=O)CSc1nnnn1-c1cccc(Cl)c1	2.9	-0.1	11	9
COc1cccc(-c2noc(C3CC(=O)N(c4ccc5c(c4)OCO5)C3)n2)c1OC (stereo not drawn)	-0.5	0.1	-4	2
CN(C)c1ccc(C2/C(=C(/O)c3ccc(F)cc3)C(=O)C(=O)N2Cc2cccnc2)cc1 (stereo not drawn)	-0.6	-0.1	-4	-5
CC1CCCC(NCc2c(C(=O)O)n(Cc3ccccc3F)c3ccccc23)C1C (stereo not drawn)	13*	0.1	3	2
CNC(=O)/C(C#N)=C/c1c(Oc2ccc(OC)cc2)nc2ccccn2c1=O	-5.9	-0.1	7	-15
NC(=O)COC(=O)/C=C/c1ccc([N+](=O)[O-])cc1	1.6	0.0	13	5
CCCCN(C)C(=O)Cn1cnc2sc3c(c2c1=O)CCCC3	-1.8	0.0	-3	-1
COc1ccc2oc(=O)c(C(=O)Nc3ccc(F)cc3)cc2c1	0.0	-0.1	-1	-14
O=C(CN1C(=O)c2cccc3cccc(c23)C1=O)N1CCN(c2ccccc2F)CC1	1.6	0.3	16	5
CCOC(=O)N1CCN(S(=O)(=O)c2ccc(C(=O)Nc3nc(-c4c(C)cc(C)cc4C)cs3)cc2)CC1	0.4	0.2	2	18
Cc1cc(C(=O)COC(=O)c2cnccn2)c(C)n1-c1ccc(OC(F)F)cc1	1.7	0.0	0	17
CCCC1CC2(O)CC(C#N)(C(=O)N2)C1(C#N)C#N (stereo not drawn)	2.0	-0.1	2	8
COC(=O)c1ccc(NC(=O)CC2Nc3ccccc3NC2=O)cc1 (stereo not drawn)	0.5	0.1	3	-4
c1ccc(-n2cc(CN3CCc4nnc(C5CCCO5)n4CC3)cn2)cc1 (stereo not drawn)	0.7	-0.1	-3	-16
CCOC(=O)c1[nH]c2ccc(F)cc2c1NC(=O)CN1CCOCC1	-1.3	0.2	-1	-9
COc1cc(S(=O)(=O)Nc2ccccc2O)c(OC)cc1Cl	-0.7	-0.2	8	8

Single values from the entries so far:
Value for COc1ccc(Nc2cc(NCCc3ccccn3)ncn2)cn1 under TEAD-YAP inh: -27
Value for COc1ccc(-c2cn3c4c(=O)n(C)c(=O)n(C)c4nc3n2CC(O)c2ccccc2)cc1 (stereo not drawn) under GPR151 ag: 2.4
Value for NC(=O)c1nn(-c2ccccc2)nc1NC(=O)CSc1nnnn1-c1cccc(Cl)c1 under TEAD-YAP inh: 9
Value for Cc1cc(C(=O)COC(=O)c2cnccn2)c(C)n1-c1ccc(OC(F)F)cc1 under MITF inh: 0

Later entries:
SMILES	GPR151 ag	FBW7 act	MITF inh	TEAD-YAP inh
Cc1c(C(=O)OCC(=O)Nc2cccc(Cl)c2)nnn1-c1ccccc1	-0.9	0.1	-4	-6
Cc1c(C(C)NC(=O)Cc2cccnc2)cnn1-c1cccc2ccccc12 (stereo not drawn)	1.9	0.0	-8	12
Cc1nn(C)c(C)c1CNC(=O)c1cc2nc(-c3ccco3)cc(C(F)(F)F)n2n1	2.3	0.2	12	0
Cc1ccc(C2CC(c3cccs3)=NN2S(C)(=O)=O)o1 (stereo not drawn)	-1.1	0.1	-1	-24
Cc1ccccc1Nc1nc(-c2cc3c(ccc4ccccc43)oc2=O)cs1	3.4	-0.1	-3	3
C=C(C)Cn1c(SCCC(C)C)nc2c1c(=O)n(C)c(=O)n2C	-0.2	0.1	1	-18
COC(CNC(=O)CCn1c(=S)[nH]c2cc3c(cc2c1=O)OCO3)OC	-0.4	0.9	15	5
COc1ccc(-c2nc3n(n2)C(=O)CC(c2ccc(F)cc2)S3)cc1 (stereo not drawn)	2.0	-0.2	-1	4
Cn1cnnc1SC1c2cccc3cccc(c23)C1NS(=O)(=O)c1ccccc1 (stereo not drawn)	-0.2	0.0	6	4
Cc1ccc(Cl)cc1N1CCN(C(=O)Cn2ncc3ccccc32)CC1	-0.8	-0.1	1	5
Cc1ccc(NC(=O)c2cccc(NC(=O)CCC(=O)O)c2)cc1C	-0.8	0.0	-4	2
O=C(NC1CC1)c1ccc(-c2ccc(C(=O)NCCN3CCOCC3)s2)cc1	2.8	0.1	8	4
O=C(NC(=S)Nc1ccc(O)cc1)c1cncc(Br)c1	-0.6	0.2	25	-12
CCOCCCN1C(=O)C2C(C(=O)Nc3ccc(Cl)cc3)C3C=CC2(O3)C1C(=O)NC1CCCCC1 (stereo not drawn)	-0.4	-0.1	3	-3
CN(Cc1cnn(C)c1)C(=O)CC1C(=O)NCCN1Cc1cccc(Oc2ccccc2)c1 (stereo not drawn)	-0.5	-0.2	-7	2
O=C(C1CCC1)N1CCc2cc(S(=O)(=O)N3CCCCC3)ccc21	-0.8	0.1	-13	-3

Part of the list above, showing only FBW7 act, GPR151 ag and MITF inh.
Compound,FBW7 act,GPR151 ag,MITF inh
Cc1ccc(NC(=O)c2cccc(NC(=O)CCC(=O)O)c2)cc1C,0.0,-0.8,-4
Cc1c(C(=O)OCC(=O)Nc2cccc(Cl)c2)nnn1-c1ccccc1,0.1,-0.9,-4

Screens: PubChem BioAssay, The Scripps Research Institute Molecular Screening Center
